PG9 binder = small molecules binding HIV-1 gp120 antibody PG9. TR-FRET gp120-PG9 antibody binding. inhibition, % at 6.7 µM. 360,000 tested, 0.43% active; in the data active = inhibition above about 8.5%
ssDAF-12 act = activators of S. stercoralis DAF-12 nuclear receptor | activation, % at 6.8 µM | 370,000 tested, 1% active | HEK293 ssDAF-12/GRIP1 lit1-tk-luc reporter, luminescence; % of 3 µM dafachronic acid response;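 active = activation above the mean over all tested compounds plus 3 SD, cut at about 0.9% in these data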;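 also: 0% = DMSO-only wells and 100% = 3 µM delta7-dafachronic acid wells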
ADAM10 inh = ADAM10 inhibition, QFRET primary screen; 370,000 tested, 0.62% active; recombinant ADAM10, EDANS/DABCYL FRET peptide cleavage, 3 h; AID 720582; inhibition, % at 7 µM; O14672;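 active = inhibition above a per-campaign cutoff equal to the mean of compounds falling between control-based bounds plus 3 SD, cut at about 20% in these data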;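 also: 0% = DMSO wells while the 100% control is not disclosed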
ADAM17 inh = inhibitors of human ADAM17; P78536; recombinant ADAM17, EDANS/DABCYL FRET peptide cleavage; inhibition, % at 6.95 µM; 370,000 tested, 0.83% active;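 active = inhibition above the mean of compounds lying between control limits plus 3 SD, set per campaign, cut at about 8.5% in these data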;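 also: 0% = DMSO-only wells as the low control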
Target sequence (P78536 215-824 limits assumed): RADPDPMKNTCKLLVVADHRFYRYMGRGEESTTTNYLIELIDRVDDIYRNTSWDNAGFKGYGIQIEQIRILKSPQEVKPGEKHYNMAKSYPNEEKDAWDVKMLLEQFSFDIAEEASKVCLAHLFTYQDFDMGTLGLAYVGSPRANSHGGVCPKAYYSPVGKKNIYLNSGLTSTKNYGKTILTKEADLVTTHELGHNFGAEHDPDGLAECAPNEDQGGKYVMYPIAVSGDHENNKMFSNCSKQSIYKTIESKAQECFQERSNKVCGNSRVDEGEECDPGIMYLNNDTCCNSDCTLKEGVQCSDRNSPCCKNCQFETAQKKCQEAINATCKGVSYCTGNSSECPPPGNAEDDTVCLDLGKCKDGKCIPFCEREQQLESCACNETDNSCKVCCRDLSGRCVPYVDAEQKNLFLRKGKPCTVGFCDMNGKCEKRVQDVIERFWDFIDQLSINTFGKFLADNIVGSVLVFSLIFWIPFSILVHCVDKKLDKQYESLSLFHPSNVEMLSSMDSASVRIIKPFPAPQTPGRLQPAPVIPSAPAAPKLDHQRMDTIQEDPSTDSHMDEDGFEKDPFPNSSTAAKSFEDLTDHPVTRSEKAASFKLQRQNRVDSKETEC
GAA850 FXN act = increases GAA850 frataxin promoter reporter activity | HEK293 lucGAA850 FXN promoter luciferase reporter, 24 h; percent of 10 µM SAHA response | activation, % at 6 µM | 360,000 tested, 0.56% active;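 active = activation above the average of all compounds screened plus 3 SD, cutoff fixed separately per campaign, cut at about 7.5% in these data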;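 also: 0% = DMSO wells and 100% = 10 µM SAHA wells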
hgDAF-12 ag = agonists of H. glycines DAF-12 nuclear receptor; HEK293 GAL4-hgDAF12 UAS-luciferase reporter, agonist luminescence; normalized to butyrate control; activation, % at 6.8 µM; 370,000 tested, 1.8% active; AID 687014;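 active = activation above a cutoff set at the mean of all screened compounds plus 3 SD, cut at about 10% in these data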;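 also: 0% = DMSO wells and 100% = sodium butyrate wells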
DAX1 inh-1 = inhibitors of DAX1 repression of SF-1 activated StAR promoter; HEK293T StAR-luciferase reporter, SF-1/DAX-1 repression relief; inhibition, % at 6.8 µM; 370,000 tested, 1.1% active; AID 652010;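 active = inhibition above the mean over all tested compounds plus 3 SD, cut at about 3.6% in these data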;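 also: 0% = DAX-1 cells with DMSO and 100% = cells lacking DAX-1 with DMSO; higher inhibition means more luminescence from relief of DAX-1 repression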
hcDAF12 agonist = activates DAF-12 receptor from parasite H. contortus; AID 652067; 370,000 tested, 1.4% active; HEK293 hcDAF-12 lit1-tk-luc reporter, luminescence; 0% DMSO, 100% Δ7-dafachronic acid; activation, % at 6.8 µM;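 active = activation above the mean of all tested compounds plus 3 SD, cut at about 5.5% in these data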;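 also: 100% = response to 3 µM Δ7-dafachronic acid high control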
DAX1 inh-2 = NR0B1 (DAX1) inhibition | P51843 | HEK293 Gal4-DAX1 luciferase reporter, luminescence | 340,000 tested, 0.99% active | inhibition, % at 6.75 µM | AID 504766;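 active = inhibition above the mean over all tested compounds plus 3 SD, cut at about 4.2% in these data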;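 also: 0% = DAX1-transfected cells with DMSO and 100% = empty-vector control cells with DMSO; inhibition shows as a rise in luminescence from relieved DAX1 repression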
Target sequence (P51843 207-470 limits assumed): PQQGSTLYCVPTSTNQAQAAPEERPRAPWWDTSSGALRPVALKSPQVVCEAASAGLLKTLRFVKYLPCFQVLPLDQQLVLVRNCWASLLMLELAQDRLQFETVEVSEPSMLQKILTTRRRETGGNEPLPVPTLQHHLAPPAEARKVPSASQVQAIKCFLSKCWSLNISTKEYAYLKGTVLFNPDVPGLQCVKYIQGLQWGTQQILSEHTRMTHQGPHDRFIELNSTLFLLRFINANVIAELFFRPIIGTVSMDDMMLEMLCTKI
NPR1 activator = GC-A (human) enzyme activation; P16066; HEK293 GC-A cells, cGMP TR-FRET, EC30 ANP; 0% at EC30 ANP, 100% saturating ANP; activation, % at 10 µM; 370,000 tested, 0.14% active; AID 1671463; in the data active = activation above about 40%
SMARCA2 activ = SMARCA2 function activation, primary screen; 370,000 tested, 1% active; MG213 cells, MMTV-luciferase reporter, dexamethasone, overnight; activation, % at 9.1 µM; in the data active = activation above about 7.8%;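 also: 0% = vehicle wells and 100% = reference activator wells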
Active calls of the source: *; nt = not tested or not shown.

SMILES,PG9 binder,ssDAF-12 act,ADAM10 inh,ADAM17 inh,GAA850 FXN act,hgDAF-12 ag,DAX1 inh-1,hcDAF12 agonist,DAX1 inh-2,NPR1 activator,SMARCA2 activ
O=C(CC1c2ccccc2Oc2ccccc21)NCc1ccco1,0.5,-1.9,15,-4,-0.1,-1.0,-0.5,-2.3,0.4,-6,-1
CCOC(=O)C1=C(C)NC(C)=C(C(=O)OCC)C1C(=O)OCC(=O)N1CCc2ccccc2C1,-0.8,-1.5,-46,-15,-0.3,-2.0,-0.7,-2.1,-0.2,-3,-3
COc1ccc(N(C)S(=O)(=O)c2cccc(C(=O)OCC(=O)N(C)c3ccccc3)c2)cc1,-0.3,-1.5,8,0,-0.7,-1.9,-1.4,0.3,1.6,-3,-4
CCN(CC)c1ccc(NC(=O)Cn2c(C(C)NC(=O)c3ccccc3)nc3ccccc32)cc1 (configuration not stated),-2.1,-1.5,6,0,0.8,-1.3,0.0,-1.5,-0.4,3,3
CC1CC(C)CN(CCCNC(=O)CN2C(=O)COc3ccc(S(=O)(=O)N4CCOCC4)cc32)C1 (configuration not stated),0.1,-0.5,-4,0,-1.1,1.3,0.2,-0.3,0.0,-3,0
O=S(=O)(c1cccc(F)c1)N1CCC(CO)(Cc2cccc(F)c2)CC1,-0.9,-1.5,-2,1,0.4,-0.1,0.7,0.0,1.5,1,-1
Cn1c(CSc2nc3ccccc3s2)nnc1SCC(=O)NCCCN1CCOCC1,-3.0,-0.6,-1,-3,1.9,2.5,-0.1,2.1,-1.0,1,-3
C[C@H](CO)N1C[C@H](C)[C@H](CN(C)C(=O)Nc2ccc(N3CCCCC3)cc2)OCc2cnnn2CCCC1=O,-3.2,-0.6,1,-3,nt,1.1,-0.3,-2.2,nt,3,-1
CC1CN(Cc2ccccc2Cl)CC(C)O1 (configuration not stated),0.6,-1.8,-5,1,0.3,-0.5,0.3,-0.7,1.5,3,-3
CC(=O)c1ccc(N2CCN(c3ncccn3)CC2)c([N+](=O)[O-])c1,-1.4,-1.3,4,4,-0.8,2.5,-0.1,-1.3,-0.9,-1,-2
CCCN=C1N(CC)C[C@@H]2[C@@H]3C(=O)N(C)C(=O)[C@@H]3[C@](C)(C(=O)OC)N12,-1.2,-0.3,-7,-1,-0.6,1.2,-0.2,-0.8,0.4,5,-3
C#CCNC(=O)C1=C[C@H](C2CCCCC2)[C@@H](CCCO)[C@H](OCC)O1,-1.0,-0.6,3,1,1.0,-1.3,-0.7,-2.2,-0.3,7,0

New compounds follow
SMILES,PG9 binder,ssDAF-12 act,ADAM10 inh,ADAM17 inh,GAA850 FXN act,hgDAF-12 ag,DAX1 inh-1,hcDAF12 agonist,DAX1 inh-2,NPR1 activator,SMARCA2 activ
CCOC(=O)/C(C#N)=C1\CCCN1CC(N)=S,-2.4,-1.1,2,-1,2.5,0.4,-0.7,-0.2,0.7,6,-3
CC(C)(C)NC(=O)NC(=O)CSc1n[nH]c(-c2ccccc2Br)n1,0.8,-1.8,4,2,2.6,-0.8,0.4,-0.7,0.3,28,-3
CCC(=O)Nc1c(-c2ccccc2Cl)c(=O)c2ccccc2n1CC,-1.8,-0.4,-6,-7,0.5,0.1,-0.5,-0.9,0.4,1,-1
Cc1ccc2nc(C)c3c(c2c1)COC3,0.1,-1.2,-12,2,-0.9,-0.4,0.1,-1.9,1.3,12,-3
O=[N+]([O-])c1ccc(Oc2c(F)c(F)nc(N3CCCC3)c2F)cc1,-0.8,-1.0,-4,-6,2.5,0.0,0.9,-1.3,-0.3,-1,1
CN1CCN(C2=NC3(CCCC3)C(C#N)C(=O)N2)CC1 (configuration not stated),-1.6,-0.6,1,-6,0.0,2.0,-0.1,-0.7,2.0,-2,-2
CCCCNS(=O)(=O)c1ccc(NC(=O)C2c3ccccc3Oc3ccccc32)cc1,0.6,-1.9,-4,-2,-0.3,2.9,-0.8,-2.4,-0.4,-4,-4
CC(C)c1cc(C(=O)OCC(=O)NC2CCS(=O)(=O)C2)c(O)c(C(C)C)c1 (configuration not stated),0.0,-1.4,-3,0,1.4,0.9,0.6,-0.5,1.3,-2,0
COc1ccc(-c2nc3ccc(Br)cn3c2Cc2cccc(Cl)c2)cc1OC,3.4,-1.1,-8,-4,nt,-0.4,-0.1,-2.6,nt,10,-3
Fc1ccc(-c2nnsc2Sc2ccccn2)cc1,-360,-1.3,2,3,6.5,-1.4,0.3,0.4,-0.6,-3,-1
COc1cc(C)nc(NC(=O)NC(=O)c2ccc(C(F)(F)F)cc2)n1,-2.7,-1.5,9,3,-1.6,2.4,-0.1,-0.4,0.5,6,8.1*
Clc1cccc2sc(N3CCCC3)nc12,0.7,0.0,-19,-2,3.2,3.2,0.5,1.1,0.4,2,1

Following part:
SMILES,PG9 binder,ssDAF-12 act,ADAM10 inh,ADAM17 inh,GAA850 FXN act,hgDAF-12 ag,DAX1 inh-1,hcDAF12 agonist,DAX1 inh-2,NPR1 activator,SMARCA2 activ
Nc1nnc(SCC(=O)Nc2cccc(Cl)c2)s1,3.5,-0.6,5,-2,0.2,1.8,0.7,-0.6,-0.4,-2,-2
CCOC(=O)/C(C#N)=N/Nc1ccccc1OC,-2.0,-1.4,5,1,4.2,-0.4,-0.3,-0.5,1.7,9,3
COc1ccc(C(=O)NCC(=O)OCc2ccc([N+](=O)[O-])cc2)cc1,-0.6,0.7,6,1,-0.5,1.7,-0.2,1.0,-0.4,-1,2
COc1ccc(NC(=O)CN(C)S(=O)(=O)c2ccc3c(c2)CCC(=O)N3)c(OC)c1,2.7,-1.3,-5,1,-1.1,-0.3,0.5,0.0,-0.1,-2,-1
N[C@@H](Cc1cc(I)c(O)c(I)c1)C(=O)O,-1.0,-1.0,-6,-6,-0.4,2.5,-0.3,-1.0,-1.2,-2,4
CC(=O)Nc1ccc(S(=O)(=O)N(C)CC(=O)OCC(=O)Nc2ccc3c(c2)OCO3)cc1,-1.6,-1.0,-1,4,2.9,0.0,0.0,-1.1,-0.4,-3,-2
COC(=O)c1ccc(Oc2ccc3nncn3n2)cc1,-1.3,-1.1,-4,-2,-1.1,0.1,0.2,-0.1,0.0,0,0
COc1ccc(CN[C@@H]2CC[C@@]34CCCN3C(=O)CCC[C@H]4C2)cc1,nt,-1.1,3,1,nt,1.3,nt,-1.5,nt,1,nt
Cc1nc2ccccc2c(=O)n1-c1cccc(NC(=O)c2cccs2)c1,-2.1,-1.3,-4,0,-1.7,-0.9,-1.6,-0.8,-0.6,-2,-1
Cc1cc2c(cc1S(=O)(=O)CCC(=O)NC1CCC(C)CC1)OCC(=O)N2 (configuration not stated),1.3,-0.6,-15,-1,-1.0,-1.5,0.7,2.1,0.0,-3,0
Cc1ccc(/C=C(/NC(=O)c2ccccc2)C(=O)NCCc2c[nH]c3ccccc23)o1,-1.4,-0.8,1,2,7.2,-2.2,0.4,0.2,-0.9,-6,0
Cc1c(C)n(C(=O)CSc2nccn2C)c2ccccc12,0.7,0.1,4,5,-0.5,-0.7,0.6,3.4,0.4,-5,-3

Carrying on:
SMILES,PG9 binder,ssDAF-12 act,ADAM10 inh,ADAM17 inh,GAA850 FXN act,hgDAF-12 ag,DAX1 inh-1,hcDAF12 agonist,DAX1 inh-2,NPR1 activator,SMARCA2 activ
CN(C(=O)CSc1nc2ccc(Cl)cc2[nH]1)C1CCS(=O)(=O)C1 (configuration not stated),-0.3,-1.3,-21,4,1.6,-2.4,0.1,-1.8,-0.6,1,-4
C/C(=N\N=C(/N)SC1CC(=O)N(c2ccc(Cl)c(Cl)c2)C1=O)c1cccs1 (configuration not stated),1.0,-1.6,-3,-2,-0.3,-1.6,0.5,-1.5,-0.8,-5,0
O=C1c2ccccc2S(=O)(=O)N1CCS(=O)(=O)c1ccc(F)cc1,-1.5,-1.3,5,-3,2.0,2.0,-0.5,-1.7,-0.8,0,4
COCCCN(C(=S)Nc1ccc(C)cc1Cl)C(C)c1ccncc1 (configuration not stated),0.3,-1.5,5,0,1.0,0.2,-0.5,1.4,0.7,11,-2
CSC1=NCCN1C(=O)c1ccc(Br)o1,0.4,-0.9,-16,-3,2.7,4.5,0.1,0.9,-0.1,4,-1
O=C(Cn1[nH]c(=O)c2ccccc2c1=O)OCC(=O)N1CCCc2ccccc21,-0.6,-0.8,-3,-1,-1.3,2.0,0.9,0.8,-0.1,2,-5
C(=N\N1CCN(C(c2ccccc2)c2ccccc2)CC1)/c1ccc2c(c1)OCO2,-0.5,-1.2,2,-5,1.5,1.2,-0.2,0.0,-0.8,-6,-1
CCC(=O)Nc1cc(C(C)C)c(O)cc1C,-1.7,-1.2,2,-2,-1.0,5.3,-0.8,-1.7,1.6,3,3
O=C(Cn1ncc(Cl)c(Cl)c1=O)NCC1CCCCC1,-2.4,-1.1,6,1,-3.3,-4.6,0.7,1.5,1.8,5,13*
CC(=O)c1cccc(N=C2NC(=O)CS2)c1,-1.1,-1.7,-4,-3,3.6,0.1,0.1,-0.9,-0.8,3,-1
CCOC(=O)C1=C(N)OC2=C(C(=O)CC(C)C2)C1c1cccnc1 (configuration not stated),0.4,-0.7,-3,-3,0.3,-0.9,0.3,-1.1,0.2,-5,0
Nc1c(Cl)cc(C2=NCCn3nc4ccccc4c32)cc1Cl,-1.1,0.1,4,-6,5.2,-2.4,-0.2,1.4,0.5,-4,1
O=C(Nc1c(C(=O)O)[nH]c2ccccc12)NC1CCCCC1,-2.5,1.2*,-161,-52,1.1,6.1,-0.6,3.3,0.7,5,3
Nc1cc(CN2C(=O)c3ccccc3C2=O)cc(Cl)c1O,-2.0,-0.9,4,-1,0.7,-4.6,-0.6,-2.2,-0.8,3,-3
O=c1c2c3c(sc2ncn1Cc1ccc(F)cc1)CCC3,-1.6,-1.0,3,-1,-0.1,2.0,1.4,-0.1,0.4,-3,-1

From PubChem BioAssay
